NCI-60 one-dose screen, 48 h, at 10 µM unless noted. Numbers give growth in % (100 = growth as untreated, 0 = no growth, -100 = all killed).
IGROV1: IGROV1 ovarian cancer; actives 4.7% (n = 79,000); AID 1794786
OVCAR-4: OVCAR-4 ovarian cancer cells. actives 3.7% (n = 80,000). AID 1794784
NCI/ADR-RES: NCI/ADR-RES ovarian cells; actives 4.4% (n = 81,000)
OVCAR-5: OVCAR-5 ovarian cancer | actives 2.9% (n = 82,000)
NCI-H522: NCI-H522 lung cancer; actives 8% (n = 78,000); AID 1794739
SK-OV-3: SK-OV-3 ovarian cancer cells. actives 3.2% (n = 80,000)
OVCAR-8: OVCAR-8 ovarian cancer; actives 4.4% (n = 81,000)
NCI-H23: NCI-H23 lung cancer; AID 1794731; actives 4% (n = 80,000)
OVCAR-3: OVCAR-3 ovarian cancer; actives 7% (n = 79,000); AID 1794787
Active calls of the source: *; & = joins results of further samples; [ ] = another dose, or the depositor's remark. How the source made its calls: active means growth percent below 10; inactive means the rest.

Results for CN(C)c1ncc(/C=C2\SC(=S)N(Cc3ccccc3)C2=O)s1 ?
IGROV1: 98; OVCAR-4: 103; NCI/ADR-RES: 101; OVCAR-5: 104; NCI-H522: 98; SK-OV-3: 104; OVCAR-8: 102; NCI-H23: 96; OVCAR-3: 110

Results for CC(=O)c1ccc(NC(=O)C(C)N2CCN(c3cc4c(cc3F)c(=O)c(C(=O)O)cn4C3CC3)CC2)cc1 (centres undefined) ?
IGROV1: 110; OVCAR-4: 110; NCI/ADR-RES: 105; OVCAR-5: 98; NCI-H522: 83; SK-OV-3: 95; OVCAR-8: 92; NCI-H23: 99; OVCAR-3: 102

What do the screens show for `COc1ccc(-c2nc(-c3cn(C)c4ccccc34)cs2)cc1`?
IGROV1: 114; OVCAR-4: 104; NCI/ADR-RES: 124; OVCAR-5: 85; NCI-H522: 85; SK-OV-3: 112; OVCAR-8: 110; NCI-H23: 92; OVCAR-3: 118

Results for c1ccc(-c2ccc(-c3nc4ncccn4c3NCCN3CCOCC3)cc2)cc1 ?
IGROV1: 95; OVCAR-4: 107; NCI/ADR-RES: 100; OVCAR-5: 78; NCI-H522: 82; SK-OV-3: 87; OVCAR-8: 87; NCI-H23: 99; OVCAR-3: 98

How did O=C(Nc1ccc(N=C=S)cc1Cl)c1cc(Cl)cc(Cl)c1O do in these assays?
IGROV1: 126; OVCAR-4: 91; NCI/ADR-RES: 112; OVCAR-5: 109; NCI-H522: 109; SK-OV-3: 96; NCI-H23: 105; OVCAR-3: 113

How did O=C1CCC2(CCCCC2)N1 do in these assays?
OVCAR-4: 110; NCI/ADR-RES: 102; OVCAR-5: 117; NCI-H522: 97; SK-OV-3: 101; OVCAR-8: 104; NCI-H23: 104; OVCAR-3: 124

Results for CCOC(=O)c1c2c(n(-c3ccc(F)cc3)c1-c1ccccc1)C=CCC2 ?
IGROV1: 72; OVCAR-4: 79; NCI/ADR-RES: 94; OVCAR-5: 90; NCI-H522: 90; SK-OV-3: 101; NCI-H23: 90; OVCAR-3: 97

What do the screens show for `CN1C(=O)N(C)[C@H]2NC(NN)=N[C@H]21`?
IGROV1: 99; OVCAR-4: 103; NCI/ADR-RES: 105; OVCAR-5: 99; NCI-H522: 102; SK-OV-3: 121; OVCAR-8: 103; NCI-H23: 103; OVCAR-3: 109

How did Cn1ccnc1COc1ccc(C(=O)N2CCN(c3ccccn3)CC2)cc1 do in these assays?
IGROV1: 107; OVCAR-4: 109; NCI/ADR-RES: 102; OVCAR-5: 106; NCI-H522: 100; SK-OV-3: 118; OVCAR-8: 103; NCI-H23: 100

Results for CCOC(=O)CC1CSC(c2ccccc2O)=N1 (centres undefined) ?
IGROV1: 109; OVCAR-4: 97; NCI/ADR-RES: 108; OVCAR-5: 99; NCI-H522: 90; SK-OV-3: 109; OVCAR-8: 109; NCI-H23: 97; OVCAR-3: 109

What do the screens show for `O=C(CSc1nnc(-c2c[nH]c3ccccc23)n1-c1ccccc1)c1ccc(Br)cc1`?
IGROV1: 64; OVCAR-4: 46; NCI/ADR-RES: 26; OVCAR-5: 58; NCI-H522: 46; SK-OV-3: 49; OVCAR-8: 44; NCI-H23: 54; OVCAR-3: 42

What do the screens show for `Fc1ccc(-c2cn3ccnc3c(-c3ccc4ncn(C5CCCCC5)c4c3)n2)cc1`?
IGROV1: 104; OVCAR-4: 94; NCI/ADR-RES: 99; OVCAR-5: 90; NCI-H522: 84; SK-OV-3: 103; OVCAR-8: 90; NCI-H23: 98; OVCAR-3: 92

How did NS(=O)(=O)c1ccc(-n2c(-c3ccc(Cl)cc3)nc(/C=C3\C=Nc4ccccc43)c2O)cc1 do in these assays?
IGROV1: 106; OVCAR-4: 120; NCI/ADR-RES: 106; OVCAR-5: 106; NCI-H522: 90; SK-OV-3: 102; OVCAR-8: 93; NCI-H23: 98; OVCAR-3: 109

What do the screens show for `CCc1ccc(NCC(=O)Cn2cc(COc3ccc(C=Nc4cnc5ccccc5c4)cc3)nn2)cc1`?
IGROV1: 116; OVCAR-4: 114; NCI/ADR-RES: 115; OVCAR-5: 111; NCI-H522: 105; SK-OV-3: 104; OVCAR-8: 101; NCI-H23: 111; OVCAR-3: 118

What do the screens show for `O=C(CN1CCN(c2cc(=O)n(-c3ccccc3)c3ccccc23)CC1)Nc1nc(-c2ccccc2)cs1`?
IGROV1: 67; OVCAR-4: 23; NCI/ADR-RES: 63; OVCAR-5: 94; NCI-H522: 67; SK-OV-3: 71; OVCAR-8: 70; NCI-H23: 61; OVCAR-3: 73

Results for O=[N+]([O-])c1ccc(/C=N/O)s1 ?
IGROV1: 100; OVCAR-4: 101; NCI/ADR-RES: 100; OVCAR-5: 138; NCI-H522: 72; SK-OV-3: 100; OVCAR-8: 95; NCI-H23: 91; OVCAR-3: 98

Results for O=c1c2cc(F)cc(Cl)c2sc2c(Cl)nc3ccccc3c12 ?
IGROV1: 75; OVCAR-4: 99; NCI/ADR-RES: 98; OVCAR-5: 96; NCI-H522: 77; SK-OV-3: 95; OVCAR-8: 102; NCI-H23: 90; OVCAR-3: 108

Results for Cn1c(=O)c2[nH]c(NC(N)=S)nc2n(C)c1=O ?
IGROV1: 100; OVCAR-4: 107; NCI/ADR-RES: 94; OVCAR-5: 109; NCI-H522: 79; OVCAR-8: 104; NCI-H23: 85

What do the screens show for `Oc1cc2oc3cc(O)c(O)cc3c2cc1O`?
IGROV1: 100; OVCAR-4: 108; NCI/ADR-RES: 104; OVCAR-5: 106; NCI-H522: 145; SK-OV-3: 102; OVCAR-8: 93; NCI-H23: 104; OVCAR-3: 109

What do the screens show for `Cc1sc2nc(CN(C)C(C)c3cccs3)nc(N)c2c1C` (centres undefined)?
OVCAR-4: 86; NCI-H522: 77; SK-OV-3: 96; OVCAR-8: 90; OVCAR-3: 82

What do the screens show for `Cn1cnc([N+](=O)[O-])c1Sc1ncn[nH]1`?
IGROV1: 105; OVCAR-4: 95; NCI/ADR-RES: 119; OVCAR-5: 116; NCI-H522: 83; SK-OV-3: 115; OVCAR-8: 74; NCI-H23: 92; OVCAR-3: 119

What do the screens show for `c1ccc(-c2c3c(n(C4CCCCC4)c2-c2ccccc2)N=NN2CCN=C32)cc1`?
IGROV1: 98; OVCAR-4: 96; NCI/ADR-RES: 111; OVCAR-5: 97; NCI-H522: 88; SK-OV-3: 108; OVCAR-8: 86; NCI-H23: 101; OVCAR-3: 102

How did OC/C(Br)=C(\Br)CO do in these assays?
IGROV1: 104; OVCAR-4: 104; NCI/ADR-RES: 122; OVCAR-5: 98; NCI-H522: 95; SK-OV-3: 102; OVCAR-8: 112; NCI-H23: 106; OVCAR-3: 107

Results for COC(CCC#N)c1ccccc1 (centres undefined) ?
IGROV1: 99; OVCAR-4: 113; NCI/ADR-RES: 101; OVCAR-5: 103; NCI-H522: 89; OVCAR-8: 102; OVCAR-3: 131

What do the screens show for `CN(C)c1nc(-c2ccccc2)c(/C=C2\SC(=S)N(CCCC(=O)O)C2=O)s1`?
IGROV1: 103; OVCAR-4: 72; NCI/ADR-RES: 92; OVCAR-5: 108; NCI-H522: 90; SK-OV-3: 124; OVCAR-8: 80; NCI-H23: 95; OVCAR-3: 115

How did Cn1ccnc1C(=O)/C=C/c1ccc(C(=O)Nc2c(F)c(F)c(F)c(F)c2F)cc1 do in these assays?
IGROV1: 0.6*; OVCAR-4: 22; NCI/ADR-RES: 7.3*; OVCAR-5: 13; NCI-H522: 4.3*; SK-OV-3: 62; OVCAR-8: 21; NCI-H23: -28*; OVCAR-3: -4.0*

What do the screens show for `CS(=O)(=O)c1ccc(C(=O)N2N=C(c3ccc(F)cc3)CC2c2ccc(F)cc2)cc1` (centres undefined)?
IGROV1: 107; OVCAR-4: 93; NCI/ADR-RES: 103; OVCAR-5: 103; NCI-H522: 85; SK-OV-3: 93; NCI-H23: 102; OVCAR-3: 97

What do the screens show for `O=C(c1ccc([N+](=O)[O-])cc1)N1CCOCC1`?
IGROV1: 112; OVCAR-4: 102; NCI/ADR-RES: 111; OVCAR-5: 107; NCI-H522: 67; SK-OV-3: 102; OVCAR-8: 98; NCI-H23: 111; OVCAR-3: 118

What do the screens show for `COc1ccc(C(=S)N2CCN(c3cccc(C)c3)CC2)cc1OC`?
IGROV1: 42; OVCAR-4: 103; NCI/ADR-RES: 5.7*; OVCAR-5: 93; NCI-H522: 23; SK-OV-3: 88; OVCAR-8: 77; NCI-H23: 65; OVCAR-3: 41

How did Cc1nc2c(=O)[nH]c(SCC(=O)O)nc2[nH]c1=O do in these assays?
IGROV1: 112; OVCAR-4: 102; NCI/ADR-RES: 108; OVCAR-5: 102; NCI-H522: 92; SK-OV-3: 107; OVCAR-8: 103; NCI-H23: 100; OVCAR-3: 101

What do the screens show for `COC(=O)C1Cc2ccccc2CN1C(=O)c1ccc2c(c1)Cc1ccccc1-2` (centres undefined)?
IGROV1: 43[50 µM]; OVCAR-4: 20[50 µM]; NCI/ADR-RES: 26[50 µM]; OVCAR-5: 62[50 µM]; NCI-H522: 19[50 µM]; SK-OV-3: 86[50 µM]; OVCAR-8: 32[50 µM]; NCI-H23: 36[50 µM]; OVCAR-3: 47[50 µM]

Results for CCOc1ccc(C(=O)OCCCl)cc1 ?
IGROV1: 119; OVCAR-4: 103; NCI/ADR-RES: 105; OVCAR-5: 109; NCI-H522: 100; SK-OV-3: 112; OVCAR-8: 106; NCI-H23: 103; OVCAR-3: 107

Results for CC1(C)C(=O)CC[C@]2(C)[C@H]3C(=O)C=C4[C@@H]5C[C@@](C)(C(=O)N6CCNCC6)CC[C@]5(C)CC[C@@]4(C)[C@]3(C)CC[C@@H]12 ?
IGROV1: 97; OVCAR-4: 112; NCI/ADR-RES: 108; OVCAR-5: 100; NCI-H522: 95; SK-OV-3: 103; OVCAR-8: 100; NCI-H23: 104; OVCAR-3: 112

What do the screens show for `CC(C)(C)c1cc(C(C)(C)C)c(O)c(C(C)(C)C)c1`?
IGROV1: 108; OVCAR-4: 107; NCI/ADR-RES: 107; OVCAR-5: 100; NCI-H522: 83; SK-OV-3: 94; OVCAR-8: 101; NCI-H23: 102; OVCAR-3: 109

Results for COc1cc2c(c(OC)c1OC)C(=O)CC(c1cccc(NC(=O)[C@@H](NC(=O)OC(C)(C)C)C(C)C)c1)O2 (some centres undefined) ?
IGROV1: 105; OVCAR-4: 96; NCI/ADR-RES: 105; OVCAR-5: 104; NCI-H522: 89; SK-OV-3: 103; OVCAR-8: 101; NCI-H23: 98; OVCAR-3: 112

Results for c1cc(-c2nnc3n2CCc2sccc2-3)ccn1 ?
IGROV1: 112; OVCAR-4: 110; NCI/ADR-RES: 104; OVCAR-5: 107; NCI-H522: 95; SK-OV-3: 96; OVCAR-8: 109; NCI-H23: 112; OVCAR-3: 106

How did O=C(NNc1ccc([N+](=O)[O-])cn1)Nc1cccc2ccccc12 do in these assays?
IGROV1: 80; OVCAR-4: 99; NCI/ADR-RES: 102; OVCAR-5: 122; NCI-H522: 98; SK-OV-3: 103; OVCAR-8: 105; NCI-H23: 102; OVCAR-3: 104

What do the screens show for `O=C(O)c1ccc(NC(=O)c2nc(-c3ccccc3)n(-c3ccc(Cl)cc3)n2)cc1`?
IGROV1: 107; OVCAR-4: 97; NCI/ADR-RES: 100; OVCAR-5: 96; NCI-H522: 67; SK-OV-3: 97; OVCAR-8: 91; NCI-H23: 91; OVCAR-3: 93

Results for O=C(Nc1ccccc1)SC1CCCCC1 ?
IGROV1: 105; OVCAR-4: 104; NCI/ADR-RES: 108; OVCAR-5: 101; NCI-H522: 90; SK-OV-3: 94; OVCAR-8: 100; NCI-H23: 104; OVCAR-3: 110

Results for Cn1c(N2CCCCC2)nc(-c2ccc([N+](=O)[O-])cc2)c(C#N)c1=O ?
IGROV1: 82; OVCAR-4: 93; NCI/ADR-RES: 96; OVCAR-5: 91; NCI-H522: 110; SK-OV-3: 105; OVCAR-8: 104; NCI-H23: 97; OVCAR-3: 118

Results for S=P(N1CC1)(N1CC1)N1CC1 ?
IGROV1: 78&101; OVCAR-4: 90&116; NCI/ADR-RES: 89&107; OVCAR-5: 77&108; NCI-H522: 83&104; SK-OV-3: 108&110; OVCAR-8: 81&110; NCI-H23: 73&100; OVCAR-3: 106&118

Structural class: the compounds so far with an aryl methoxy group (three)
What do the screens show for `COc1ccc(-c2nc(-c3cn(C)c4ccccc34)cs2)cc1`?
IGROV1: 114; OVCAR-4: 104; NCI/ADR-RES: 124; OVCAR-5: 85; NCI-H522: 85; SK-OV-3: 112; OVCAR-8: 110; NCI-H23: 92; OVCAR-3: 118

What do the screens show for `COc1ccc(C(=S)N2CCN(c3cccc(C)c3)CC2)cc1OC`?
IGROV1: 42; OVCAR-4: 103; NCI/ADR-RES: 5.7*; OVCAR-5: 93; NCI-H522: 23; SK-OV-3: 88; OVCAR-8: 77; NCI-H23: 65; OVCAR-3: 41

Results for COc1cc2c(c(OC)c1OC)C(=O)CC(c1cccc(NC(=O)[C@@H](NC(=O)OC(C)(C)C)C(C)C)c1)O2 (some centres undefined) ?
IGROV1: 105; OVCAR-4: 96; NCI/ADR-RES: 105; OVCAR-5: 104; NCI-H522: 89; SK-OV-3: 103; OVCAR-8: 101; NCI-H23: 98; OVCAR-3: 112

Screens as filed in PubChem BioAssay.
